# Screening results deposited in PubChem BioAssay by several laboratories.
# NPR2 activator – GC-B (human) receptor activation; P20594; HEK293-GC-B cells, CNP EC30, cGMP TR-FRET; 0% at EC30 CNP, 100% saturating CNP; activation, % at 10 µM; 0.11% of 370,000 active; AID 1920062;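 active = activation at 10 µM reaching about 35% in either raw or pattern-adjusted values, limit read from the data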
# Target sequence (P20594 whole entry, looked up): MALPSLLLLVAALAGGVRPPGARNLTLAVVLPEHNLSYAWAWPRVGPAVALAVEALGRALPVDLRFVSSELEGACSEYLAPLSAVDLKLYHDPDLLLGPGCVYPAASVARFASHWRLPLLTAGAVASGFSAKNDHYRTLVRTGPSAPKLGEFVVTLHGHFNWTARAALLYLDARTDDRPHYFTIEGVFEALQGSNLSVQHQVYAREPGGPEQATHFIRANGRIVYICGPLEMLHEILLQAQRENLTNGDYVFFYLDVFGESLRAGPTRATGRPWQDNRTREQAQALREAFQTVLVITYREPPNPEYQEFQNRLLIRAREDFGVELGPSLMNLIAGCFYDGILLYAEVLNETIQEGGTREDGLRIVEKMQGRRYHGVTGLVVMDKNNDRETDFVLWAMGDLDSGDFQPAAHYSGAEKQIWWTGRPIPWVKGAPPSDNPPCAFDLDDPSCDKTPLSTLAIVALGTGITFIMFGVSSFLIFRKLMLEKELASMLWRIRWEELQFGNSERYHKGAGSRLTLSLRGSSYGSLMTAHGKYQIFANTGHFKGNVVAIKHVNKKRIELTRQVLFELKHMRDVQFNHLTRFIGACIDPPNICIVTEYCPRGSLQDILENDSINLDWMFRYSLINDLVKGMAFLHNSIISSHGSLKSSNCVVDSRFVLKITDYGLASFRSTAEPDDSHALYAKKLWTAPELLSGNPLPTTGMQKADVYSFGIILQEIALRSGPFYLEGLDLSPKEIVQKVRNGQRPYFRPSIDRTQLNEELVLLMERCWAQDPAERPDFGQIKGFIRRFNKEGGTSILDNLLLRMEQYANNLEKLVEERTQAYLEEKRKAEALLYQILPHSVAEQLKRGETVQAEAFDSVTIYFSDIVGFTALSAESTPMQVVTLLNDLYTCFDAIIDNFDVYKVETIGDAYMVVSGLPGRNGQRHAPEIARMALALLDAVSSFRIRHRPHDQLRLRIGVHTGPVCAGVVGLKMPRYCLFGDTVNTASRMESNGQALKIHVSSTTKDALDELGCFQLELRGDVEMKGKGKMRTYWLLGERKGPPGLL
# proKLK7 act – proKLK7 (human) activation, primary screen; P49862; purified proKLK7, EDANS-DABCYL substrate fluorescence; 100% is mature enzyme control, 0% vehicle; activation, % at 7 µM; 0.9% of 370,000 active; AID 652039;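 active = activation above the mean of all tested compounds plus 3 SD, computed per campaign excluding outliers beyond control limits, cut at about 13% in these data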
# GC-A act – GC-A (human) enzyme activation; P16066; HEK293 GC-A cells, cGMP TR-FRET, EC30 ANP; 0% at EC30 ANP, 100% saturating ANP; activation, % at 10 µM; 0.14% of 370,000 active; AID 1671463; in the data active = activation above about 40%
# DAX1 inh-1 – DAX1 (NR0B1) inhibition, primary screen | HEK293T StAR-luciferase reporter, SF-1/DAX-1 repression relief | inhibition, % at 6.8 µM | 1.1% of 370,000 active | AID 652010;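 active = inhibition above the mean over all tested compounds plus 3 SD, cut at about 3.6% in these data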;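 also: 0% = DAX-1 cells with DMSO and 100% = cells lacking DAX-1 with DMSO; higher inhibition means more luminescence from relief of DAX-1 repression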
# HGIII-sPLA2 inh – Inhibits HGIII-sPLA2 liposome hydrolysis, primary screen. 0.56% of 370,000 active. Q9NZ20. inhibition, % at 12.2 µM. QFRET BODIPY PC-A2 liposome hydrolysis, fluorescence;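 active = inhibition above mean plus 3 SD of compounds lying within the high and low control bounds, cut at about 19% in these data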;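 also: 0% = median of test compound wells and 100% = no enzyme DMSO wells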
# hcDAF-12 act – H. contortus DAF-12 activation, primary screen. HEK293 hcDAF-12 lit1-tk-luc reporter, luminescence; 0% DMSO, 100% Δ7-dafachronic acid. activation, % at 6.8 µM. 1.4% of 370,000 active. AID 652067;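 active = activation above the mean of all tested compounds plus 3 SD, cut at about 5.5% in these data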;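 also: 100% = response to 3 µM Δ7-dafachronic acid high control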
# hgDAF-12 ag – hgDAF-12 agonism, primary luciferase screen; 1.8% of 370,000 active; HEK293 GAL4-hgDAF12 UAS-luciferase reporter, agonist luminescence; normalized to butyrate control; activation, % at 6.8 µM; AID 687014;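 active = activation above a cutoff set at the mean of all screened compounds plus 3 SD, cut at about 10% in these data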;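 also: 0% = DMSO wells and 100% = sodium butyrate wells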
# FXN GAA850 act – frataxin GAA850 promoter activation; HEK293 lucGAA850 FXN promoter luciferase reporter, 24 h; percent of 10 µM SAHA response; activation, % at 6 µM; 0.56% of 360,000 active;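 active = activation above the average of all compounds screened plus 3 SD, cutoff fixed separately per campaign, cut at about 7.5% in these data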;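 also: 0% = DMSO wells and 100% = 10 µM SAHA wells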
# DAX1 inh-2 – NR0B1 (DAX1) inhibition; inhibition, % at 6.75 µM; 0.99% of 340,000 active; HEK293 Gal4-DAX1 luciferase reporter, luminescence; AID 504766; P51843;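 active = inhibition above the mean over all tested compounds plus 3 SD, cut at about 4.2% in these data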;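 also: 0% = DAX1-transfected cells with DMSO and 100% = empty-vector control cells with DMSO; inhibition shows as a rise in luminescence from relieved DAX1 repression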
# SMARCA2 act – increases SMARCA2 function in MMTV reporter cells; 1% of 370,000 active; AID 652017; MG213 cells, MMTV-luciferase reporter, dexamethasone, overnight; activation, % at 9.1 µM; in the data active = activation above about 7.8%;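 also: 0% = vehicle wells and 100% = reference activator wells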
# ssDAF-12 act – activates DAF-12 receptor from parasite S. stercoralis; 1% of 370,000 active; activation, % at 6.8 µM; AID 652126; HEK293 ssDAF-12/GRIP1 lit1-tk-luc reporter, luminescence; % of 3 µM dafachronic acid response;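 active = activation above the mean over all tested compounds plus 3 SD, cut at about 0.9% in these data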;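 also: 0% = DMSO-only wells and 100% = 3 µM delta7-dafachronic acid wells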
# An asterisk follows results filed as active; . = not tested or not shown.
SMILES,NPR2 activator,proKLK7 act,GC-A act,DAX1 inh-1,HGIII-sPLA2 inh,hcDAF-12 act,hgDAF-12 ag,FXN GAA850 act,DAX1 inh-2,SMARCA2 act,ssDAF-12 act
O=S(=O)(Nc1ccc(Cl)cc1)c1ccc2c(c1)CCO2,-1,0.7,1,0.2,-20,-2.3,-2.2,0.3,-0.3,-5,-0.8
CC1CN(CCCCSc2ccccc2)CC(C)O1 (stereo unspecified),5,0.7,0,0.0,-2,-0.6,3.0,0.5,0.1,-1,-1.6
CN1C(=O)N(C)C2(c3ccccc3)N(C)C(=O)NC12c1ccccc1 (stereo unspecified),4,0.1,-1,0.1,3,-1.1,-1.3,1.1,0.9,3,-1.2
CC(=O)Nc1ccc(-c2csc(NCCc3ccccc3)n2)cc1,0,0.6,-5,-0.7,-7,-0.7,0.1,2.4,-1.7,-2,-1.6
COc1ccc(-n2c(C)nc3c(cnn3-c3ccc(C)cc3)c2=O)cc1,0,0.8,7,-1.1,-2,-2.4,-0.5,0.2,-2.9,-3,-1.8
Cc1ccc([N+](=O)[O-])cc1N1C(=O)CS/C1=N\NC(=O)c1cccnc1,1,0.3,0,-0.2,-4,-0.6,0.5,1.8,1.6,-2,-0.4
COCC(=O)Nc1nc2n(n1)C(c1ccc(OC)cc1)CC(c1ccc(OC)cc1)N2 (stereo unspecified),-4,-0.1,4,0.2,5,-0.6,0.2,1.6,-0.9,-1,-1.7
COc1ccc(C(=O)O)cc1S(=O)(=O)NCc1ccccn1,2,-0.3,-4,0.4,0,-0.1,1.0,-0.1,0.4,-2,-0.7
O=C(NCC(=O)N1CCN(c2ncccn2)CC1)c1ccc(F)cc1,2,-0.5,1,0.3,0,1.2,2.5,0.9,-0.1,3,-0.8
CCC(=O)N(c1ccc(F)cc1)C1C=CS(=O)(=O)C1 (stereo unspecified),2,0.2,3,0.1,5,-2.4,3.5,-0.5,-0.7,1,-1.7
O=C1C(=O)N(CCCO)C(c2ccc(Br)cc2)/C1=C(\O)c1ccc(Br)cc1 (stereo unspecified),-1,-0.2,6,0.1,-7,-0.7,-0.2,2.0,-1.2,2,-1.4
COc1ccc(CCn2c(N)c(C(=O)NCc3ccco3)c3nc4ccccc4nc32)cc1OC,-3,-0.5,-12,-1.7,-8,-2.4,-3.7,-1.2,-0.2,2,-2.2
COCCCn1cnnc1SC(C)C(=O)Nc1ccc(S(=O)(=O)N2CCOCC2)cc1 (stereo unspecified),1,-0.4,2,0.7,2,-2.4,0.4,1.3,0.4,-2,-1.1
COc1c(Cl)cc(Cl)cc1CNc1ccc(S(N)(=O)=O)cc1,0,0.3,39,-0.7,-14,-1.5,-2.9,0.0,-0.2,-6,-1.5
Cc1ccc2c(c1)c(-c1ccccc1)nc1nnnn12,-7,0.1,-2,-0.3,7,-0.4,-0.7,0.2,0.0,-3,-0.2
CC(C)(C)NC(=O)C(c1ccc(Cl)cc1)N(Cc1ccco1)C(=O)CCl (stereo unspecified),-7,-0.2,-15,0.2,-1,1.9,-0.1,1.0,0.0,-2,-1.0
COc1cccc(C(=O)Nc2ccc(N3CCN(Cc4ccccc4)CC3)cc2)c1,0,-6.1,0,-2.3,5,-2.5,-3.1,0.6,-2.6,1,-2.2
COC(=O)COc1ccc(-c2ccc(F)cc2)cc1C=O,-5,13*,-1,0.4,2,-1.6,-0.9,1.9,0.9,2,-0.3
Cc1ccc(C)c(N2CCN(c3ncnc4c3cnn4-c3ccccc3)CC2)c1,-4,-0.5,-2,0.1,9,0.7,4.4,-0.2,0.6,-6,-1.2
CCN(CC)C(=O)CC(c1ccc2c(c1)OCO2)c1c(O)cc(OC)cc1OC (stereo unspecified),-5,0.1,-9,-0.2,0,-1.4,-2.7,-2.0,0.3,1,-1.2
CCc1ccccc1NC(=O)[C@@H]1CCC(=O)N1C1OC(=O)c2c1ccc(OC)c2OC (stereo partly specified),1,0.1,4,0.2,17,0.3,-2.8,0.1,-0.8,0,-0.6
Cc1cc(=O)oc(C)c1C(=O)NCCc1ccccc1,1,0.4,-2,0.6,2,0.1,0.8,-0.7,-1.1,1,-1.3
Cn1c(=O)c2c(nc(N3CCOCC3)n2CC(=O)C23CC4CC(CC(C4)C2)C3)n(C)c1=O,0,0.1,-2,0.5,0,-1.3,-0.2,0.5,-0.8,-4,-1.8
CCCCN(CCCC)CCNC(=O)c1cn(CC)c2ccc(S(=O)(=O)N3CCc4ccccc4C3)cc2c1=O,3,-0.5,3,2.3,-6,-0.4,0.2,1.9,0.0,1,-1.5
S=c1[nH]nc2n1CCCN2,2,0.8,-1,0.6,4,1.2,-0.7,1.3,1.9,-1,-0.6

# Part of the list above, with tabs:
mol	NPR2 activator	proKLK7 act	GC-A act	DAX1 inh-1	HGIII-sPLA2 inh	hcDAF-12 act	hgDAF-12 ag	FXN GAA850 act	DAX1 inh-2	SMARCA2 act	ssDAF-12 act
Cc1ccc(C)c(N2CCN(c3ncnc4c3cnn4-c3ccccc3)CC2)c1	-4	-0.5	-2	0.1	9	0.7	4.4	-0.2	0.6	-6	-1.2
CCN(CC)C(=O)CC(c1ccc2c(c1)OCO2)c1c(O)cc(OC)cc1OC (stereo unspecified)	-5	0.1	-9	-0.2	0	-1.4	-2.7	-2.0	0.3	1	-1.2
CCc1ccccc1NC(=O)[C@@H]1CCC(=O)N1C1OC(=O)c2c1ccc(OC)c2OC (stereo partly specified)	1	0.1	4	0.2	17	0.3	-2.8	0.1	-0.8	0	-0.6
Cc1cc(=O)oc(C)c1C(=O)NCCc1ccccc1	1	0.4	-2	0.6	2	0.1	0.8	-0.7	-1.1	1	-1.3

# Later entries.
SMILES,NPR2 activator,proKLK7 act,GC-A act,DAX1 inh-1,HGIII-sPLA2 inh,hcDAF-12 act,hgDAF-12 ag,FXN GAA850 act,DAX1 inh-2,SMARCA2 act,ssDAF-12 act
COc1ccc(CC(=O)NNc2ncnc3c2cnn3-c2ccccc2)cc1,-5,-0.5,-5,-0.1,-11,-2.8,-3.4,4.0,0.1,0,-1.2
COc1ccc(CCN2CC(C(=O)NCCc3ccccc3C(F)(F)F)CCC2=O)cc1 (stereo unspecified),-7,-0.3,-5,-0.2,-1,0.9,4.6,1.9,1.0,0,-1.1
COc1ccc(C2SCC(=O)N2c2c(C)n(C)n(-c3ccccc3)c2=O)cc1OC (stereo unspecified),5,-0.1,-1,-0.2,-3,0.8,1.2,-1.5,0.2,2,-1.6
Cc1[nH]n(-c2ccccc2)c(=O)c1/C=N/NC(=O)c1cccc(F)c1,1,-0.3,3,-1.4,1,0.5,0.7,-0.3,0.4,-2,-0.4
O=C(CCCN1C(=O)/C(=C\c2ccccc2)SC1=S)Nc1cccc(C(=O)O)c1,-3,-0.7,4,0.3,-3,-0.4,-0.5,-0.5,-0.7,-1,-1.1
COc1ccc(NC(=O)C[C@H]2C(=O)N(c3ccc(Br)cc3)C[C@@H]2c2ccc(OC)cc2)cc1,-1,-0.8,-5,-0.1,-1,0.0,1.9,0.1,0.7,5,-0.4
COc1ccc(C)cc1NC(=O)c1ccc2c(O)c(S(=O)(=O)c3ccccc3)c(=O)[nH]c2c1,6,-0.6,-1,-0.3,10,-1.1,-1.2,3.0,0.2,-3,-1.0
CN(C)CCCNC(=O)c1ccc(Cl)c(S(=O)(=O)N2CCCCCC2)c1,4,0.1,-1,1.6,-3,-0.7,0.4,-0.3,-1.3,1,-1.2
c1cc(-c2nnn(CCOCCn3nnc(-c4ccncc4)n3)n2)ccn1,5,0.0,4,-0.1,-1,-0.1,3.2,0.2,-0.1,-1,-1.2
O=C(Nc1nc(-c2ccccn2)cs1)c1ccccc1-n1cnnn1,2,0.0,3,-2.7,7,-0.6,-5.6,-5.9,-3.3,-1,-0.8
CNC(=O)c1ccc(-c2nc(-c3ccccc3)cs2)cc1,-5,0.3,-5,2.4,-8,-0.9,2.5,4.1,-0.6,2,-0.9
C(=N\Nc1ncnc2sc3c(c12)CCC3)/c1ccncc1,3,0.3,2,-0.2,5,0.2,-1.5,4.5,-1.0,-1,-0.9
Cc1c(NS(=O)(=O)c2cc(NC(=O)CCN3CCCC(C)C3)ccc2Cl)c(=O)n(-c2ccccc2)n1C (stereo unspecified),3,0.2,0,0.1,-6,0.4,-2.6,0.7,1.0,-4,-1.8
Cc1cc(NC(=O)Nc2ccc(F)c(Cl)c2)no1,-5,-0.1,3,-1.2,-13,-2.2,1.5,1.0,0.8,2,-1.6
COc1ccccc1-n1nnnc1SCc1ccccc1,-4,1.0,0,-0.9,-13,-1.2,1.6,1.6,-1.1,-2,-1.4
Oc1ccc(-c2n[nH]c(=S)n2-c2ccc3c(c2)OCCO3)cc1,-2,-0.2,0,-0.7,-4,-0.3,0.6,0.1,0.8,1,-1.7
Cc1ccc(N2Cc3ccccc3OC(C)C2=O)cc1 (stereo unspecified),4,0.4,6,0.7,0,1.2,0.5,-1.2,0.4,4,-1.7
CCCCNC(=S)N(C)/N=C/c1c(C)[nH]c2ccccc12,-16,0.2,-2,-0.6,8,-0.7,-4.4,1.1,-2.0,-3,-0.4
CC(=O)NC1CCN(CC(=O)Nc2cccc([N+](=O)[O-])c2)CC1,0,0.0,0,0.0,6,-0.3,0.6,0.4,0.2,3,-1.0
Cc1ccc(-c2noc(CN3CCN(c4ccccc4F)CC3)n2)cc1,-4,0.0,3,-1.4,12,1.6,-1.5,1.9,-0.2,1,-0.8
COCCn1c(C)cc(/C=C2\NC(=S)N(C)C2=O)c1C,1,2.7,5,0.1,-2,-0.2,-1.5,1.9,1.2,1,-1.6
N#Cc1ccccc1NC(=S)NC(=O)C1CCC1,1,0.3,2,0.2,11,-0.9,-0.8,0.0,4.3*,-1,-1.1
CCC(C)(C)NC(=O)c1ccc2c(c1)OCCO2,2,-0.1,4,1.3,-3,-0.2,1.0,1.1,1.1,-1,-1.8
CCN(CC)S(=O)(=O)c1ccc(NC(=O)[C@@H](NC(=O)c2cc(OC)cc(OC)c2)C(C)C)cc1,-1,0.8,-4,-0.2,-3,-1.1,-0.1,-0.3,0.1,-1,-1.8
Cc1c(C(=O)N2CCCCC2C)sc2nc3n(c(=O)c12)CCC3 (stereo unspecified),5,-0.3,2,0.2,0,-1.0,-0.1,1.8,0.1,0,-0.8
Fc1ccc(-c2ccc(/C=N/n3cnnc3)o2)cc1,-10,0.5,-6,-0.2,-6,-1.4,1.1,-0.3,2.3,-3,-0.7
O=c1/c(=C/c2ccc(O)c([N+](=O)[O-])c2)sc2nc3ccccc3n12,11,0.0,17,0.2,4,-1.1,0.5,1.9,.,-1,-1.3
COc1ccc(OC)c(NC(=O)COC(=O)c2c3c(nc4ccccc24)CCCC3)c1,10,0.7,10,-3.1,-10,-3.9,-7.9,-10,-3.4,-5,-1.9

# An excerpt from above, showing only HGIII-sPLA2 inh and FXN GAA850 act.
Structure,HGIII-sPLA2 inh,FXN GAA850 act
O=c1/c(=C/c2ccc(O)c([N+](=O)[O-])c2)sc2nc3ccccc3n12,4,1.9
COc1ccc(OC)c(NC(=O)COC(=O)c2c3c(nc4ccccc24)CCCC3)c1,-10,-10
